Compound activity (PubChem BioAssay)
14-3-3 PPI – alters human 14-3-3 gamma binding to Raf peptide; P61981; FP, 14-3-3gamma / TMR-pS259-Raf peptide binding; inhibition, % at 40 µM; 0.19% of 160,000 active; in the data active = inhibition above about 30%;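 note: 0% = protein plus tracer without compound and 100% = blank with tracer alone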
Target sequence (P61981 whole entry, looked up): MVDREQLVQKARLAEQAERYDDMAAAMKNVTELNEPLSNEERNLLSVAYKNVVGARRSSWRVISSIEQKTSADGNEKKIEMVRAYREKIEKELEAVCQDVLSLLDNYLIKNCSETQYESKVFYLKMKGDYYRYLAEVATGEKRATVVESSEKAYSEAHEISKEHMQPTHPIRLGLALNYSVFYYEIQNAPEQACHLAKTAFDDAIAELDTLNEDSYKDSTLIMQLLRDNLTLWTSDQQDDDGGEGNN
An asterisk follows results filed as active; & = joins results of further samples. A portion of the library; rates above refer to the full screens.

SMILES,14-3-3 PPI
CC(=O)NS(=O)(=O)c1ccc(NC(=O)c2ccccc2OC(C)=O)cc1,-20.0
COc1ccc2oc(=O)c(C(=O)N3CCN(c4ccccc4F)CC3)cc2c1,-2.5
COc1ccc(NC(=O)CCn2c(=O)[nH]c3ccsc3c2=O)cc1,-3.9
Cc1cc(=O)oc2n[nH]c(-c3ccccc3)c12,-1.4&2.4
O=C(CSc1nnc2sc3ccccc3n12)N1CCOCC1,-3.5
COC(=O)CSc1nnc(CNC(=O)c2ccccc2OC)n1-c1ccc(OC)cc1,-1.9
CCCCCCC(c1c(C)n(C)n(-c2ccccc2)c1=O)c1c(C)n(C)n(-c2ccccc2)c1=O,1.6&-6.1
CCN(CCCNC(=O)C1CCCN(S(=O)(=O)c2cnc[nH]2)C1)c1ccccc1 (stereo not drawn),3.7
Oc1ccc2ccccc2c1C=Nc1ccc(Cl)cn1,12.7
Cc1ccc2c(c1)N(CC(=O)NC(C)C)C(=O)CO2,-0.8
CCOC(=O)Nc1ccc2c(c1)N(C(=O)N1CCN(C)CC1)c1ccccc1S2,0.7
Cc1cccc(-c2c3c(=O)n(C)c(=O)n(C)c3cn2CCO)c1,-4.2
COc1ccc(-c2cc3ccccc3oc2=O)cc1NC(=O)c1ccc(Br)o1,6.0
CC1Cc2nc(SCC=Cc3ccccc3)n(C)c(=O)c2S1 (stereo not drawn),-1.0
CCOc1ccc(CCNC(=O)C2CCC(=O)N2C2CCCCC2)cc1OCC (stereo not drawn),-5.7
Cc1ccc(S(=O)(=O)Cn2nnnc2CN2CCN(C(=O)c3ccco3)CC2)cc1,3.9
COc1ccc(Br)cc1C1SCC(=O)N1c1ccc(C)cc1 (stereo not drawn),2.8
COc1ccc(-n2c(SCC(=O)N3CCCCC3)nnc2-c2cccnc2)cc1,-5.2
COC(=O)c1ccc2c(=O)n(CCCCCC(=O)NCc3ccccn3)c(=O)[nH]c2c1,-5.8
Cc1cccc2sc(NC(=O)c3ccccc3Oc3ccccc3)nc12,-2.0
Cc1ccc(C)c(Cn2c(CNC(=O)Cc3ccccc3)nc3ccccc32)c1,-5.2
O=C(O)c1ccc(N2CCN(Cc3ccccc3)CC2)c([N+](=O)[O-])c1,-6.9
Cc1ccc(Cn2c(SCC(=O)NCc3ccco3)nc3ccsc3c2=O)cc1,-7.9
COc1ccc(OC)c(C2C(C(C)=O)=C(O)C(=O)N2Cc2cccnc2)c1 (stereo not drawn),2.4
O=C(Cn1c(-c2cncs2)nc2ccccc21)Nc1ccc(OC(F)(F)F)cc1,-4.4
COc1ccc(S(=O)(=O)N2CCN(c3ccccc3OC)CC2)cc1OC,-5.6
Cc1ccc(CS(=O)(=O)CCC(=O)N2CCOCC2)cc1,-1.1&4.2
CC(C)(C)c1ccc(OC(=O)c2cccc(N3C(=O)c4cccc([N+](=O)[O-])c4C3=O)c2)cc1,1.5
COc1cccc(NC(=O)c2nn(C)cc2Br)c1,0.4
O=C(Nc1ccccn1)c1ccc(Cl)cc1[N+](=O)[O-],-24.7
CC(C)CC1=NN(C(=O)c2ccc(N(C)C)cc2)C(O)(C(F)(F)F)C1 (stereo not drawn),-1.9
O=C(Nc1ccc(Cl)c([N+](=O)[O-])c1)c1cccnc1,-1.4
O=C(CSc1nnnn1-c1ccccc1)NCCOC12CC3CC(CC(C3)C1)C2,-2.4
CC(C)(C)Nc1nc(SCc2ccccc2)nc(N2CCOCC2)n1,-1.4
Cc1ccc(NC(=O)NCc2cccn2C)cc1C,4.3
COC(=O)c1[nH]c2ccc(C)cc2c1NC(=O)CN1CCN(c2ccc(F)cc2)CC1,6.6
CC(=O)c1ccc(OC(=O)c2cccc(Br)c2)cc1,-3.5
CCCOC(=O)c1ccc(OC(=O)c2ccco2)cc1,-2.7
COc1ccc(CN2CCCN(Cc3ccc(OC)cc3)C2c2ccc(OC)cc2)cc1,-0.3
O=C(CSc1nnc(-c2ccco2)n1-c1ccccc1)N1CCCc2ccccc21,0.2
COc1cccc(C2C(C(N)=O)=C(C)Nc3nc(-c4ccccc4Cl)nn32)c1 (stereo not drawn),-3.1
COc1ccc(NC(=O)CSc2nc3[nH]ncc3c(=O)n2-c2cccc3ccccc23)cc1OC,-21.8
COc1cccc(C(=O)Nc2cccc(-c3nc4ccccc4s3)c2C)c1,1.4
CCOC(=O)c1sc(NC(C)=O)nc1-c1ccccc1,-10.6
CCc1ccc(NC(=O)c2cccc3c2C(=O)N(CCOC)C3)cc1,-3.8
CCn1nnnc1SCC(=O)Nc1cccc(NC(C)=O)c1,-2.6
Cc1ccc(OCc2nnc(SCC(=O)Nc3ccccc3C(C)C)o2)cc1,-4.3
CC(C)(C)c1ccc2c(c1)OCC(C(=O)O)O2 (stereo not drawn),1.2
CS(=O)(=O)c1ccc(Cl)c(NC(=O)COC(=O)CNC(=O)c2ccc(Br)o2)c1,1.8
CCOC(=O)C1=C(C)Nc2ncnn2C1c1ccccc1F (stereo not drawn),-4.8
Cc1cnn(-c2ccc3nnc(-c4ccc(Br)cc4)n3n2)c1,-1.6
COc1cccc(C2CC(c3ccc(I)cc3)Nc3ncnn32)c1OC (stereo not drawn),8.8
COc1cc(Nc2nc(-c3cccc(C)c3)nc3ccccc23)cc(OC)c1,3.0
COc1ccc(NC(=O)C(CC(=O)O)Cc2ccccc2)cc1 (stereo not drawn),1.4&-5.5
CCC(=O)N1CCc2cc(S(=O)(=O)CCC(=O)Nc3ccc4c(c3)OCCO4)ccc21,-2.1
O=C(CS(=O)(=O)c1cccc2nsnc12)Nc1ccc(Cl)cn1,-5.5
Cc1ccc(S(=O)(=O)Nc2ccccn2)c(C)c1,0.9
O=C(O)CN1C(=O)c2ccc(C(=O)c3ccc4c(c3)C(=O)N(CC(=O)O)C4=O)cc2C1=O,-9.8
COc1ccc(C(=O)Nc2cc(C(=O)N3CCOCC3)ccc2N2CC3CC(C2)c2cccc(=O)n2C3)cc1 (stereo not drawn),-4.8
CCOC(=O)c1c(NC(=O)C2CC(=O)OC23CCCCC3)sc2c1CC(C)(C)OC2 (stereo not drawn),4.2

Going on with the list.
SMILES,14-3-3 PPI
O=C(CN1C(=O)COc2ccccc21)c1cccc(Cl)c1,5.6
Cc1cc(O)ccc1N1C(=O)c2ccc([N+](=O)[O-])cc2C1=O,-12.0
CC(=O)N1CCc2cc(S(=O)(=O)Nc3cccc(C)c3)ccc21,-3.4
Cc1ccc(-n2nc(C)c3c(-c4cccs4)c(C#N)c(N)nc32)cc1,-10.3
CCCCNC(=O)c1ccc2c(=O)n(Cc3ccc(Cl)cc3)c(=S)[nH]c2c1,-4.5
COc1ccccc1CNC(=O)C1CCCN(S(=O)(=O)c2c(C)[nH]c(=O)[nH]c2=O)C1 (stereo not drawn),-4.9
CCOCCCN1CC(C(=O)NCc2ccc3c(c2)OCO3)CC1=O (stereo not drawn),-11.5
O=C(c1ccc2c(=O)n(C3CCCC3)c(=S)[nH]c2c1)N1CC=C(c2ccccc2)CC1,-9.9
CC12CC(NC(=S)N1c1ccc(Cl)cc1)c1cc([N+](=O)[O-])ccc1O2 (stereo not drawn),-1.2
CCC1CCCCN1C(=O)CS(=O)(=O)c1cn(Cc2cccc(F)c2)c2ccccc12 (stereo not drawn),-9.0
C=CCOc1nc(-c2ccncc2)nc2ccccc12,6.6
O=C(CC1SC(=Nc2ccccc2)N(c2ccccc2)C1=O)Nc1ccc([N+](=O)[O-])cc1 (stereo not drawn),-11.0
O=C(Nc1cccc2ccccc12)c1ccc(NC(=O)c2ccc([N+](=O)[O-])o2)cc1,-9.6
COc1ccc(-c2ccc(-c3nnc(-c4ccncc4)o3)cc2)cc1,-3.2
CC(C)CCC1(C)NC(=S)N(c2ccc(Cl)cc2)N1 (stereo not drawn),-9.5
O=C(Nc1cccnc1)Nc1ccc(F)c(Cl)c1,3.8
COc1ccccc1N1CCN(CC(O)COc2ccc(Cl)cc2C)CC1 (stereo not drawn),6.2
O=C(c1cc2ccccc2oc1=O)N1CCN(C(=O)c2cc3ccccc3oc2=O)CC1,-8.7
COC(=O)C(CC(=O)c1ccc(Br)cc1)n1ccnc1 (stereo not drawn),3.8
CCOC(=O)c1cnc2c(ccc3ccccc32)c1NCC(C)O (stereo not drawn),-2.4
COc1cccc2cc(-c3nc4ccccc4[nH]3)c(=Nc3cccc(C#N)c3)oc12,-2.9
O=C1CCCC2=C1C(c1cccc(Br)c1)C1=C(CCCC1=O)N2,-4.2
Nc1ccc2oc(-c3cccc4c(Cl)cccc34)nc2c1,-20.0
COc1cccc(-c2cc(C(=O)Nc3cccc(C(F)(F)F)c3)no2)c1,-6.7
O=c1c2ccccc2nnn1CSc1nc2sc3c(c2c(=O)n1CC1CCCO1)CCC3 (stereo not drawn),-1.5
CC1CC(=O)Nc2cc([N+](=O)[O-])ccc2N1 (stereo not drawn),-14.3
CCOC(=O)C(NC(=O)N(C1=NCC(C)S1)C(C)C)(OC)C(F)(F)F (stereo not drawn),-3.6
COc1ccc(-c2n[nH]c3c2C(c2ccc(OC)cc2)N(c2ccc(Br)cc2)C3=O)cc1 (stereo not drawn),0.3
COc1ccccc1CNC(=O)CCn1c(=O)[nH]c2ccsc2c1=O,2.1&-1.6
Cc1ccc(Sc2c(C)nn(C(C)(C)C)c2OC(=O)c2ccc(Br)o2)cc1,4.7

3 structures out of the list, ordered by molecular weight, smallest number first:
SMILES,14-3-3 PPI
CCOCCCN1CC(C(=O)NCc2ccc3c(c2)OCO3)CC1=O (stereo not drawn),-11.5
COc1ccccc1CNC(=O)CCn1c(=O)[nH]c2ccsc2c1=O,2.1&-1.6
COc1cccc(-c2cc(C(=O)Nc3cccc(C(F)(F)F)c3)no2)c1,-6.7

Of the compounds above, these have a COOH group.
SMILES,14-3-3 PPI
O=C(O)c1ccc(N2CCN(Cc3ccccc3)CC2)c([N+](=O)[O-])c1,-6.9
CC(C)(C)c1ccc2c(c1)OCC(C(=O)O)O2 (stereo not drawn),1.2
COc1ccc(NC(=O)C(CC(=O)O)Cc2ccccc2)cc1 (stereo not drawn),1.4&-5.5
O=C(O)CN1C(=O)c2ccc(C(=O)c3ccc4c(c3)C(=O)N(CC(=O)O)C4=O)cc2C1=O,-9.8

The list continues.
SMILES,14-3-3 PPI
CCC(C)(C)n1nnnc1C(c1cccc(C#N)c1)N1CCN(c2cccc(C)c2C)CC1 (stereo not drawn),-6.0
Cc1ccc(Nc2cc(C)nc3nc(C)nn23)cc1,-2.6
COc1ccc(N2C(=O)CCC(C(=O)Nc3cccc(OC)c3)C2c2ccc(F)cc2)cc1 (stereo not drawn),-2.6
COc1ccc(Cc2nnc(SCC(=O)Nc3ncc(C)s3)o2)cc1,-6.5
Cc1cc(C(F)(F)F)c2sc(N)nc2n1,-10.3
Cc1[nH]nc2c1C(c1cccc(Cl)c1)CC(=O)N2 (stereo not drawn),11.9
NC(=O)c1cc(-c2cccnc2)no1,5.0
Cc1cccc(N=c2oc3ccccc3cc2-c2nc3ccccc3[nH]2)c1,7.5
Cc1ccc(C)c(NC2=NC3(CCCC3)N=C(N)N2)c1,4.9
Cc1ccc(NC(=O)CCNS(=O)(=O)c2cccc3nsnc23)cc1,-4.6
COCCNC(=O)c1nn2c(c1Cl)NC(c1ccccc1)CC2C(F)(F)F (stereo not drawn),0.6
OC1CCCCC1Sc1nc2ccccc2s1 (stereo not drawn),3.9
COc1ccc(N2C(=O)CSC2c2cc(Br)ccc2OC)cc1 (stereo not drawn),1.4
O=c1oc2c(cc(NS(=O)(=O)c3ccc(Br)cc3)c3ccccc32)s1,-31.8
COc1ccc(NC(=O)C2CCCN(S(=O)(=O)c3ccc(Br)s3)C2)cc1OC (stereo not drawn),-28.7
O=C1C(=O)N(CCCn2ccnc2)C(c2cccnc2)/C1=C(/O)c1ccc(F)cc1 (stereo not drawn),-5.0
COC(=O)c1ccc(C2Sc3ccccc3NC3=C2C(=O)c2ccccc23)cc1 (stereo not drawn),-47.0
CN(c1ccc(C(=O)Nc2cccnc2)cc1)S(C)(=O)=O,7.1
CCOC(=O)c1cc(-c2cccs2)no1,-12.3
CCOc1ccc(CNc2ccc3c(c2)ncn3CC)cc1,-3.5
COc1ccc(-c2cc(C(=O)OC(C)C)c3cc(C)ccc3n2)cc1,-2.6
COc1ccc(C=NCCCN2CCOCC2)cc1,-3.6
O=[N+]([O-])c1cnc(Nc2cccc(Cl)c2)nc1Nc1cccc(Cl)c1,-6.5
CC(NC(=O)c1ccccc1Cl)C1COc2ccccc2O1 (stereo not drawn),1.4
COc1ccc(NC(=O)CCNC(=O)Cn2cnc3ccccc3c2=O)cc1Cl,-2.0
O=C1NC(c2cccc([N+](=O)[O-])c2)=CCN1c1ccccc1O,-8.5
CCC(=O)N=c1sc2c(OC)ccc(OC)c2n1C,4.6
Cc1cccc(NS(=O)(=O)c2ccc(Cl)c(C(=O)Nc3ccccc3C)c2)c1,-8.2
O=C1CC(N2CCOCC2)C(=O)N1c1ccccc1Cl (stereo not drawn),1.5
COCCn1c(CN2CCCCC2C)nc2c1c(=O)n(C)c(=O)n2C (stereo not drawn),-1.8
O=C1NCCN1C(=O)C12CC3CC(CC(C3)C1)C2,-0.4
O=C(c1ccc2snnc2c1)N1CCN(c2ccccc2)CC1,-2.5
COc1ccccc1CNC(=O)c1ccc(N2CC3CC(C2)c2cccc(=O)n2C3)c([N+](=O)[O-])c1 (stereo not drawn),6.6
O=c1cc(-c2ccccc2)nc2nc(SCc3ccccc3)[nH]n12,2.9
Cc1cc2nc(SCCN3CCCC3)[nH]c2cc1C,-18.4
